Screens: PubChem BioAssay, several laboratories
p-CIP stab down: p/CIP protein destabilization; F442A p/CIP-EGFP cells, EGFP fluorescence, 16 h; AID 1984; 290,000 compounds, 0.01% hits; decrease of EGFP signal, % at 10 µM;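 active = EGFP signal decrease of at least 30% at 10 µM or well 3 SD below plate mean, unless failing retest; inactive = the rest, including hits failing retest or dose response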; also: some compounds called inactive have numbers as strong as hits; many of its hits are not listed in these tables
IDE act: IDE (human) activation, cell-based. AID 493087. activation, % at 5.96 µM. HEK cells, FAbeta-B cleavage, fluorescence polarization; 0% vehicle, 100% cell-free pure enzyme wells. P14735. 340,000 compounds, 0.073% hits;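 active = activation above the mean of all tested compounds plus 3 SD, set per screening campaign, cut at about 17% in these data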
FID counter: fluorescent intercalator displacement, NS3 helicase counter-screen. inhibition, % at 7.9 µM. DNA fluorescent intercalator displacement, fluorescence. 290,000 compounds, 0.17% hits; in the data active = inhibition above about 37%;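 also: 0% = vehicle and 100% = reference compound; higher means more ethidium bromide displaced from hairpin DNA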
HCV NS3 hel inh: HCV NS3 helicase inhibition | NS3 helicase DNA unwinding, Cy5 molecular beacon fluorescence | inhibition, % at 10.9 µM | 290,000 compounds, 0.56% hits | AID 1800;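 active = inhibition above the mean of all tested compounds plus 3 SD, set per campaign, cut at about 35% in these data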;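 also: 0% = DMSO wells and 100% = thioflavine S control wells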
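Assay system – hepatitis C virus NS3 helicase domain fragment enzyme · Buffer or medium – MOPS pH 6.5, MgCl2, DTT, Tween20, BSA · Reagent – Cy5/quencher beacon DNA duplex and ATP to start · Compound – single 10.9 µM dose · Timing – 1 h at 25 °C · Technique – Cy5 beacon fluorescence read at start and 1 h · Measure – % inhibition of unwinding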
IDE cell inh: cellular human IDE inhibition; 320,000 compounds, 0.41% hits; HEK cells, FAbetaB cleavage, fluorescence polarization; P14735; inhibition, % at 5.59 µM;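 active = percent inhibition above the average of all tested compounds plus 3 SD, set per screening campaign, cut at about 16% in these data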;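 also: IDE supplied by intact live HEK cells; FP after avidin binding of uncleaved biotin substrate so inhibition keeps polarization high; 0% = DMSO wells and 100% = 60 µM reference IDE inhibitor Ii1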
VIM-2 inhibitor: inhibitors of Pseudomonas aeruginosa VIM-2 metallo-beta-lactamase. purified VIM-2, nitrocefin hydrolysis, epi-absorbance fluorescence. inhibition, % at 5.6 µM. 290,000 compounds, 0.89% hits;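 active = inhibition above the mean of all tested compounds plus 3 SD, cutoff set per screening run, cut at about 7.5% in these data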;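 also: red hydrolysis product quenches plate fluorescence so inhibitors raise well fluorescence; 0% = enzyme with DMSO and 100% = DMSO without enzyme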
PfM18AAP inh: PfM18AAP enzyme inhibition; AID 1822; 290,000 compounds, 1.2% hits; inhibition, % at 7.35 µM; recombinant PfM18AAP, H-Glu-NHMec fluorogenic cleavage;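 active = inhibition above the campaign mean inhibition over all tested compounds plus 3 SD, cut at about 28% in these data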;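 also: 0% = plate median of test compound wells and 100% = 2 mM ZnCl2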
IMP-1 inhibitor: blocks Pseudomonas aeruginosa IMP-1 metallo-beta-lactamase; purified IMP-1, nitrocefin hydrolysis, epi-absorbance fluorescence; inhibition, % at 5.6 µM; 290,000 compounds, 0.45% hits;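 active = inhibition above the mean plus 3 SD of all compounds in the same screening run, cut at about 4.5% in these data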;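 also: 0% = IMP-1 with DMSO and 100% = DMSO wells lacking enzyme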
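Material – recombinant IMP-1 enzyme, purified · Amount – IMP-1 0.2 nM before substrate addition · Medium – HEPES buffer pH 7.1 with ZnSO4 and Brij 35 · Timing – 25 °C, 15 min preincubation, 25 min reaction · Measured by – plate fluorescence quenching by hydrolysis product, ex 480/em 530 nm · Read-out – percent enzyme inhibition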
SUMO HTRF inh: blocks human SUMOylation mediated by UBC9. HTRF SUMOylation assay, SAE1/SAE2 + UBC9, in vitro. inhibition, % at 35 µM. 290,000 compounds, 0.36% hits; in the data active = inhibition above about 50%, passing the limit was not always enough; also: strong numbers were not always called active
Target sequence (P63279 whole entry, looked up): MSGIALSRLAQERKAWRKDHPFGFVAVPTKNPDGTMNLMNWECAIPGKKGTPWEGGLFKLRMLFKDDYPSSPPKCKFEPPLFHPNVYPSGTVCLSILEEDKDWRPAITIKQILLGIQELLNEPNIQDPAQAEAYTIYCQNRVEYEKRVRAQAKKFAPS
The depositor's hits bear a star.

Results for O=C1C(Cl)=C(N2CCCCCC2)C(=O)N1c1ccc(Br)cc1 ?
p-CIP stab down: -10; IDE act: -1; FID counter: -4; HCV NS3 hel inh: 6; IDE cell inh: 5; VIM-2 inhibitor: -2.4; PfM18AAP inh: 4; IMP-1 inhibitor: -2.7; SUMO HTRF inh: 4

What do the screens show for `COc1cccc(C(C(=O)NCc2ccccc2)N(C(=O)c2csnn2)C2CC2)c1` (stereo unspecified)?
p-CIP stab down: 2; IDE act: 3; FID counter: -23; HCV NS3 hel inh: -8; IDE cell inh: -5; VIM-2 inhibitor: 1.6; PfM18AAP inh: -5; IMP-1 inhibitor: -2.1; SUMO HTRF inh: 13

What do the screens show for `Cc1ccccc1N(CC(=O)N/N=C/c1ccccc1Cl)C(=O)c1ccccc1`?
p-CIP stab down: -1; IDE act: 4; FID counter: 1; HCV NS3 hel inh: -5; IDE cell inh: 5; VIM-2 inhibitor: -0.6; PfM18AAP inh: -2; IMP-1 inhibitor: -2.0; SUMO HTRF inh: 2

What do the screens show for `O=C(Nc1ccc(C(=O)N2CCOCC2)cc1)Nc1ccc(Cl)cc1Cl`?
p-CIP stab down: -19; IDE act: -11; FID counter: 1; HCV NS3 hel inh: 0; IDE cell inh: -4; VIM-2 inhibitor: -1.1; PfM18AAP inh: 0; IMP-1 inhibitor: -2.2; SUMO HTRF inh: 9

Results for CC(C)Cn1c(N)c(C(=O)COC(=O)c2cc(-c3ccco3)nc3ccccc23)c(=O)n(C)c1=O ?
p-CIP stab down: 5; IDE act: -2; FID counter: -30; HCV NS3 hel inh: 16; IDE cell inh: -5; VIM-2 inhibitor: 1.4; PfM18AAP inh: -2; IMP-1 inhibitor: -2.3; SUMO HTRF inh: 21

How did CCC(C)Sc1nnc(Cc2cc(=O)[nH]c(=O)[nH]2)n1-c1ccc(F)cc1 (stereo unspecified) do in these assays?
p-CIP stab down: -4; IDE act: 3; FID counter: -13; HCV NS3 hel inh: 3; IDE cell inh: 2; VIM-2 inhibitor: -4.4; PfM18AAP inh: -8; IMP-1 inhibitor: -0.3; SUMO HTRF inh: 1

Results for O=C(Nc1nnc(C2CCCCC2)s1)C1CC(=O)N(c2ccc(F)cc2)C1 (stereo unspecified) ?
p-CIP stab down: -5; IDE act: 1; FID counter: -29; HCV NS3 hel inh: 6; IDE cell inh: -2; VIM-2 inhibitor: -0.5; PfM18AAP inh: 2; IMP-1 inhibitor: -1.9; SUMO HTRF inh: -4

How did CCOCCCn1c(SCC(=O)NC(C)(C)C)nc2ccccc2c1=O do in these assays?
p-CIP stab down: -7; IDE act: 3; FID counter: -20; HCV NS3 hel inh: -16; IDE cell inh: 5; VIM-2 inhibitor: -1.8; PfM18AAP inh: -2; IMP-1 inhibitor: -1.6; SUMO HTRF inh: -3

Results for COc1ccc(NC(=O)CN2CCN(c3ccc(C)cc3C)CC2)cc1 ?
p-CIP stab down: 4; IDE act: -2; FID counter: -18; HCV NS3 hel inh: -24; IDE cell inh: 6; VIM-2 inhibitor: -2.3; PfM18AAP inh: -1; IMP-1 inhibitor: -3.3; SUMO HTRF inh: -4

How did COc1ccccc1-n1c(-c2ccccc2)n[nH]c1=S do in these assays?
p-CIP stab down: 8; IDE act: -1; FID counter: -14; HCV NS3 hel inh: 0; IDE cell inh: 0; VIM-2 inhibitor: 15*; PfM18AAP inh: 17; IMP-1 inhibitor: -3.6; SUMO HTRF inh: 4

Next part, overlapping the part above by two compounds.
Results for COc1ccc(NC(=O)CN2CCN(c3ccc(C)cc3C)CC2)cc1 ?
p-CIP stab down: 4; IDE act: -2; FID counter: -18; HCV NS3 hel inh: -24; IDE cell inh: 6; VIM-2 inhibitor: -2.3; PfM18AAP inh: -1; IMP-1 inhibitor: -3.3; SUMO HTRF inh: -4

How did COc1ccccc1-n1c(-c2ccccc2)n[nH]c1=S do in these assays?
p-CIP stab down: 8; IDE act: -1; FID counter: -14; HCV NS3 hel inh: 0; IDE cell inh: 0; VIM-2 inhibitor: 15*; PfM18AAP inh: 17; IMP-1 inhibitor: -3.6; SUMO HTRF inh: 4

Results for Cc1ccc(C(=O)NC(=S)NNC(=O)c2ccc([N+](=O)[O-])cc2)cc1 ?
p-CIP stab down: 0; IDE act: 7; FID counter: -13; HCV NS3 hel inh: 13; IDE cell inh: -3; VIM-2 inhibitor: -3.9; PfM18AAP inh: -1; IMP-1 inhibitor: -3.5; SUMO HTRF inh: -86

Results for COCc1nc2ccccc2n1Cc1ccccc1C ?
p-CIP stab down: -7; IDE act: 2; FID counter: -10; HCV NS3 hel inh: 5; IDE cell inh: 1; VIM-2 inhibitor: 1.7; PfM18AAP inh: -12; IMP-1 inhibitor: 0.4; SUMO HTRF inh: 14

How did Cc1ccc2cc(CN(CC3CCCO3)S(=O)(=O)c3ccc4c(c3)OCCO4)c(=O)[nH]c2c1C (stereo unspecified) do in these assays?
IDE act: 4; FID counter: -5; HCV NS3 hel inh: 6; IDE cell inh: 6; VIM-2 inhibitor: -3.8; PfM18AAP inh: 0; IMP-1 inhibitor: -2.9

How did CCOc1ccc(OCC)c(NC(=O)CN(c2ccc(OC)cc2)S(=O)(=O)c2c(C)noc2C)c1 do in these assays?
p-CIP stab down: -5; IDE act: 1; FID counter: -30; HCV NS3 hel inh: -33; IDE cell inh: 5; VIM-2 inhibitor: -2.6; PfM18AAP inh: 0; IMP-1 inhibitor: -2.6; SUMO HTRF inh: -19

What do the screens show for `CCC1CCCCN1C(=O)CSC1=NN2CCCC(=O)N=C2S1` (stereo unspecified)?
p-CIP stab down: 5; IDE act: 3; FID counter: -15; HCV NS3 hel inh: 12; IDE cell inh: -1; VIM-2 inhibitor: -2.8; PfM18AAP inh: -2; IMP-1 inhibitor: -2.2; SUMO HTRF inh: 13

What do the screens show for `CCCS(=O)(=O)c1c(S(=O)(=O)CCC)c2ccc(C(N)=O)cn2c1C(=O)OC`?
p-CIP stab down: -26; IDE act: 0; FID counter: -10; HCV NS3 hel inh: -4; IDE cell inh: 1; VIM-2 inhibitor: -2.0; PfM18AAP inh: -13; IMP-1 inhibitor: -2.3; SUMO HTRF inh: 0

What do the screens show for `CC/C(O)=C1\C(=O)CCCC1=NCCc1c(C)[nH]c2ccc(C)cc12`?
p-CIP stab down: -2; IDE act: 8; FID counter: -27; HCV NS3 hel inh: 11; IDE cell inh: 5; VIM-2 inhibitor: -1.5; PfM18AAP inh: -9; IMP-1 inhibitor: -3.8; SUMO HTRF inh: -13

How did CCc1cccc(C)c1NS(=O)(=O)Cc1ccccc1 do in these assays?
p-CIP stab down: -7; IDE act: 5; FID counter: -10; HCV NS3 hel inh: -3; IDE cell inh: -1; VIM-2 inhibitor: -3.0; PfM18AAP inh: 4; IMP-1 inhibitor: -2.5; SUMO HTRF inh: 15

Results for CCCCCCc1c(O)nc(SCCN2CCOCC2)[nH]c1=O ?
p-CIP stab down: -6; IDE act: 1; FID counter: 13; HCV NS3 hel inh: 2; IDE cell inh: 5; VIM-2 inhibitor: -1.5; PfM18AAP inh: -2; IMP-1 inhibitor: -2.5; SUMO HTRF inh: -10

Results for COc1cccc(NC(=O)C2C3C=CC4(O3)C2C(=O)N(CCCN2CCC(C)CC2)C4C(=O)NC2CCCCC2)c1 (stereo unspecified) ?
p-CIP stab down: 0; IDE act: 1; FID counter: 3; HCV NS3 hel inh: 0; IDE cell inh: -7; VIM-2 inhibitor: -1.2; PfM18AAP inh: -2; IMP-1 inhibitor: -2.5; SUMO HTRF inh: -1

Results for CC(=O)NC(CC(=O)NC1CCCCCC1)c1ccccc1 (stereo unspecified) ?
p-CIP stab down: -18; IDE act: 5; FID counter: -10; HCV NS3 hel inh: 2; IDE cell inh: 3; VIM-2 inhibitor: -1.9; PfM18AAP inh: 2; IMP-1 inhibitor: -3.5; SUMO HTRF inh: -8

Results for CCCC(O)(c1ccc(Br)cc1)C(CN1CCOCC1)c1ccc(Cl)cc1 (stereo unspecified) ?
p-CIP stab down: -3; IDE act: 2; FID counter: -11; HCV NS3 hel inh: -19; IDE cell inh: 4; VIM-2 inhibitor: -4.9; PfM18AAP inh: 0; IMP-1 inhibitor: -3.0; SUMO HTRF inh: -6

Results for CCOc1ccccc1C(=O)N1CCOCC1 ?
p-CIP stab down: -1; IDE act: 6; FID counter: 0; HCV NS3 hel inh: 4; IDE cell inh: 6; VIM-2 inhibitor: -1.5; PfM18AAP inh: 3; IMP-1 inhibitor: -2.0; SUMO HTRF inh: 16

What do the screens show for `COc1ccccc1C(=O)C1CCCN(C(=O)c2cc(C(C)C)no2)C1` (stereo unspecified)?
p-CIP stab down: -8; IDE act: -1; FID counter: -24; HCV NS3 hel inh: 3; IDE cell inh: 0; VIM-2 inhibitor: -2.0; PfM18AAP inh: 4; IMP-1 inhibitor: -3.0; SUMO HTRF inh: 15

Results for C=CCn1c(=N)n(CC(O)COc2ccc(OC)cc2)c2ccccc21 (stereo unspecified) ?
p-CIP stab down: 7; IDE act: 1; FID counter: 19; HCV NS3 hel inh: -9; IDE cell inh: 2; VIM-2 inhibitor: -3.4; PfM18AAP inh: -11; IMP-1 inhibitor: -3.1; SUMO HTRF inh: -12

Results for CN(C)N(Cc1ccccc1)C(=O)C(O)(c1ccccc1)c1ccccc1 ?
p-CIP stab down: -18; IDE act: 5; FID counter: -31; HCV NS3 hel inh: -4; VIM-2 inhibitor: -0.5; PfM18AAP inh: 0; IMP-1 inhibitor: -1.8; SUMO HTRF inh: 0

What do the screens show for `CCN(CC)CCNC(=O)c1ccc(NC(=O)c2cn(-c3ccccc3)nc2-c2cccs2)cc1`?
p-CIP stab down: -10; IDE act: -1; FID counter: 29; HCV NS3 hel inh: -53; IDE cell inh: 3; VIM-2 inhibitor: 0.0; PfM18AAP inh: 0; IMP-1 inhibitor: -1.6; SUMO HTRF inh: 14

What do the screens show for `COC(=O)C1=CN(CC2CCCO2)C=C(C(=O)OC)C1c1ccsc1` (stereo unspecified)?
p-CIP stab down: 15; IDE act: 2; FID counter: -9; HCV NS3 hel inh: 2; IDE cell inh: -2; VIM-2 inhibitor: -0.9; PfM18AAP inh: 1; IMP-1 inhibitor: -1.5; SUMO HTRF inh: 26

Results for Cc1ccc2nc(NC(=O)c3cc(-c4ccco4)nc4ccccc34)sc2c1 ?
p-CIP stab down: 0; IDE act: 4; FID counter: -12; HCV NS3 hel inh: 9; IDE cell inh: 1; VIM-2 inhibitor: -1.4; PfM18AAP inh: -2; IMP-1 inhibitor: 1.4; SUMO HTRF inh: -31

How did COC(=O)c1ccc(C(=O)OC)c(NC(=O)Oc2ccccc2)c1 do in these assays?
p-CIP stab down: 1; IDE act: 2; FID counter: -2; HCV NS3 hel inh: -1; IDE cell inh: 9; VIM-2 inhibitor: 0.2; PfM18AAP inh: -7; IMP-1 inhibitor: -3.7; SUMO HTRF inh: 21
